ERa SRC1 inh: ER-alpha (human) coactivator binding inhibition; 86,000 tested, 1.7% active; TR-FRET ER-alpha LBD / SRC-1 peptide, estradiol-bound; P03372; inhibition, % at 25.6 µM; in the data active = inhibition above about 50%;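 also: 0% = receptor plus peptide control and 100% = peptide only without receptor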
PLK1 inh: PLK1 (human) kinase inhibition | recombinant PLK1 kinase, TR-FRET peptide phosphorylation | inhibition, % at 10 µM | 97,000 tested, 0.53% active | AID 619;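 active = inhibition of 50% or more in the single-concentration screen; inactive = inhibition below 50%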;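 also: 0% = DMSO max control and 100% = H-89 dihydrochloride min control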
CD11b adhes inh: inhibitors of human CD11b/CD18 binding to fibrinogen; P05107+P11215; K562 CD11b/CD18 adhesion to fibrinogen, ATPlite luminescence; Mn2+ added to activate the integrin; inhibition, % at 10 µM; 93,000 tested, 0.54% active; AID 1497;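 active = primary inhibition of 50% or more at 10 µM, then 40% or more on retest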; also: some results filed as inactive read as strong as hits
ERb SRC1 inh: ER-beta (human) coactivator binding inhibition. Q92731. AID 633. 86,000 tested, 1.3% active. inhibition, % at 25.6 µM. TR-FRET ER-beta LBD / SRC1-Cy5 peptide binding; receptor agonist-loaded with 1 µM estradiol;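 active = compounds whose percent inhibition of the receptor-coactivator binding signal exceeds about 50% in the single-dose screen, limit read from the data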;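 also: 0% = receptor plus peptide wells without compound and 100% = peptide-only wells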
Target sequence (Q92731 whole entry, looked up, the tested form may be a part): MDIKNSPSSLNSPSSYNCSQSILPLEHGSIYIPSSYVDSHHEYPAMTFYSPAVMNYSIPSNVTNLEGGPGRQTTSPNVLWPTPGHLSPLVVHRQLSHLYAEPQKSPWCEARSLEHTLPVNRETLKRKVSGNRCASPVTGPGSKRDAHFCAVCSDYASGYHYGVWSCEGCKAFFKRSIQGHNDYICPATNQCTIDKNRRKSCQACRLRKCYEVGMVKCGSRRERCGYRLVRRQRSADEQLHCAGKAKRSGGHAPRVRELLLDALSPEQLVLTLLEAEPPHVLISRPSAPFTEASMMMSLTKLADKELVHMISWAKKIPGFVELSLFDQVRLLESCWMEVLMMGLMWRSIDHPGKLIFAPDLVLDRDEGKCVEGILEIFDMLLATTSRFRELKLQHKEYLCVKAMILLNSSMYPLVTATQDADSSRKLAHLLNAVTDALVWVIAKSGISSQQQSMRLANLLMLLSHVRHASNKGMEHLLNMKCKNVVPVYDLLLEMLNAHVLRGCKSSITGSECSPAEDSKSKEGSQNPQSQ
Rev-RRE block: HIV Rev-RRE protein-RNA interaction inhibition. AID 704. P05866. inhibition, % at 8 µM. Rev peptide-RRE RNA binding, FRET. 97,000 tested, 0.79% active;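 active = inhibition above the screen-wide mean plus 3 SD, cut at about 35% in these data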;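 also: 0% = median DMSO wells and 100% = median Neomycin B control wells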
Target sequence (P05866 whole entry, looked up): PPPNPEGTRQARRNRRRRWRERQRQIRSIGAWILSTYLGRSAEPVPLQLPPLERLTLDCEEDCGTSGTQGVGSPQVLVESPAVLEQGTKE
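Test system – labelled RRE RNA duplex and labelled Rev peptide · Reagent – labelled Rev peptide · Doses – one concentration, 8 µM nominal · Incubation – 5 + 15 min at 25 °C · Signal – FRET fluorescence readout · Read-out basis – % inhibition of FRET ratio versus controls · Control set – DMSO wells as 0% and neomycin B wells as 100% inhibition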
Mac1 fbg enh: increases human CD11b/CD18 adhesion to fibrinogen; P05107+P11215; K562 CD11b/CD18 adhesion to fibrinogen, ATPlite luminescence; activation, % at 10 µM; 93,000 tested, 0.07% active;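 active = 10 µM primary screen giving 50% or more activity, confirmed by 40% or more on retest at that dose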; also: strong numbers were not always called active
PLK1 PBD inh: inhibitors of human Plk1 polo box domain binding. P53350. Plk1 PBD phosphopeptide binding, fluorescence polarization. inhibition, %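 (tested at about 20 µM)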. 97,000 tested, 0.13% active; in the data active = inhibition above about 34%, passing the limit was not always enough
ERa coact pot: ER-alpha (human) coactivator binding potentiation; P03372; TR-FRET ERalpha-LBD/SRC-Cy5 coactivator binding, 2 h; 100 = basal binding, no effect; coactivator binding (% of control), % at 25.6 µM; 86,000 tested, 1.3% active; AID 639; in the data active = activity above about 200%;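 also: binding measured in presence of low estradiol as agonist stimulus; 0% = peptide alone without receptor and 100% = receptor with peptide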
FAK blocker: inhibitors of human focal adhesion kinase; inhibition, %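 (tested at 7 µM)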; biochemical FAK kinase activity assay; 97,000 tested, 0.84% active; Q05397; AID 727; in the data active = inhibition above about 19%;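 also: 0% = DMSO and 100% = reference compound high control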
* = called active by the depositor; [ ] = remark or other dose.

The opening four compounds, ahead of the listing:
Results for Cc1cc(C)n(-c2ccn(Cc3ccc(Cl)cc3Cl)c(=O)n2)n1 ?
ERa SRC1 inh: 12; PLK1 inh: -7; CD11b adhes inh: 0; ERb SRC1 inh: 6[fluorescence artefact?]; Rev-RRE block: 4; Mac1 fbg enh: -2; PLK1 PBD inh: -19; ERa coact pot: 92; FAK blocker: 0

What do the screens show for `CC(C)C(=O)Nc1cccc(-c2nc3ccccc3c(=O)o2)c1`?
ERa SRC1 inh: 19; PLK1 inh: -10; ERb SRC1 inh: 18[fluorescence artefact?]; Rev-RRE block: -1; PLK1 PBD inh: -7; ERa coact pot: 116; FAK blocker: -1

What do the screens show for `O=C(c1ccc(O)cc1)c1ccc(C(=O)O)c(C(=O)O)c1`?
ERa SRC1 inh: 17; PLK1 inh: -1; CD11b adhes inh: -4; ERb SRC1 inh: 41; Rev-RRE block: 5; Mac1 fbg enh: -4; PLK1 PBD inh: 2; ERa coact pot: 60; FAK blocker: 0

How did CC(C)CNS(=O)(=O)c1ccc(CCC(=O)N2CCN(Cc3ccc4c(c3)OCO4)CC2)cc1 do in these assays?
ERa SRC1 inh: -21; PLK1 inh: -16; ERb SRC1 inh: -33; Rev-RRE block: 6; PLK1 PBD inh: -27; ERa coact pot: 132; FAK blocker: 1

The listing, from the first entry:
Results for Cc1cc(C)n(-c2ccn(Cc3ccc(Cl)cc3Cl)c(=O)n2)n1 ?
ERa SRC1 inh: 12; PLK1 inh: -7; CD11b adhes inh: 0; ERb SRC1 inh: 6[fluorescence artefact?]; Rev-RRE block: 4; Mac1 fbg enh: -2; PLK1 PBD inh: -19; ERa coact pot: 92; FAK blocker: 0

What do the screens show for `CC(C)C(=O)Nc1cccc(-c2nc3ccccc3c(=O)o2)c1`?
ERa SRC1 inh: 19; PLK1 inh: -10; ERb SRC1 inh: 18[fluorescence artefact?]; Rev-RRE block: -1; PLK1 PBD inh: -7; ERa coact pot: 116; FAK blocker: -1

What do the screens show for `O=C(c1ccc(O)cc1)c1ccc(C(=O)O)c(C(=O)O)c1`?
ERa SRC1 inh: 17; PLK1 inh: -1; CD11b adhes inh: -4; ERb SRC1 inh: 41; Rev-RRE block: 5; Mac1 fbg enh: -4; PLK1 PBD inh: 2; ERa coact pot: 60; FAK blocker: 0

How did CC(C)CNS(=O)(=O)c1ccc(CCC(=O)N2CCN(Cc3ccc4c(c3)OCO4)CC2)cc1 do in these assays?
ERa SRC1 inh: -21; PLK1 inh: -16; ERb SRC1 inh: -33; Rev-RRE block: 6; PLK1 PBD inh: -27; ERa coact pot: 132; FAK blocker: 1

Results for c1ccc(OCCCc2nc(-c3cccnc3)no2)cc1 ?
ERa SRC1 inh: 5; PLK1 inh: 1; CD11b adhes inh: -7; ERb SRC1 inh: -5; Rev-RRE block: -3; Mac1 fbg enh: -3; PLK1 PBD inh: 5; ERa coact pot: 111; FAK blocker: 2

How did COc1cccc(/C=C2\N=C3CCCCCN3C2=O)c1 do in these assays?
ERa SRC1 inh: -9; PLK1 inh: -6; CD11b adhes inh: -30; ERb SRC1 inh: -20; Rev-RRE block: -2; Mac1 fbg enh: 4; PLK1 PBD inh: -14; ERa coact pot: 108[fluorescence artefact?]; FAK blocker: 0

Results for O=C1CCCC(O)=C1C=NCCc1ccccc1 ?
ERa SRC1 inh: -5; PLK1 inh: 6; CD11b adhes inh: -4; ERb SRC1 inh: -4; Rev-RRE block: 3; Mac1 fbg enh: 3; PLK1 PBD inh: -19; ERa coact pot: 130; FAK blocker: -6

What do the screens show for `O=C(Cn1c(NCCO)nc2ccccc21)NCCc1ccccc1`?
ERa SRC1 inh: -8; PLK1 inh: -4; CD11b adhes inh: -4; ERb SRC1 inh: -1; Rev-RRE block: -2; Mac1 fbg enh: 0; PLK1 PBD inh: 22; ERa coact pot: 114; FAK blocker: 3

Results for O=[N+]([O-])c1ccccc1NCCNc1ncc(C(F)(F)F)cc1Cl ?
PLK1 inh: 3; CD11b adhes inh: -2; Rev-RRE block: -5; Mac1 fbg enh: 1; PLK1 PBD inh: -9; FAK blocker: -3

How did Cc1cc2oc(C(=O)N(Cc3ccccc3)C3CCS(=O)(=O)C3)cc(=O)c2cc1Cl (stereo not drawn) do in these assays?
ERa SRC1 inh: 5; PLK1 inh: -5; CD11b adhes inh: -19; ERb SRC1 inh: -2; Rev-RRE block: 3; Mac1 fbg enh: -2; PLK1 PBD inh: -44; ERa coact pot: 94; FAK blocker: 2

How did CC1(C)CC(=O)C=C(NCc2ccc(Cl)c(Cl)c2)C1 do in these assays?
PLK1 inh: 0; Rev-RRE block: 4; PLK1 PBD inh: -23; FAK blocker: -4

Results for COc1ccc(F)cc1S(=O)(=O)NC1CCCCCC1 ?
ERa SRC1 inh: 1; PLK1 inh: -15; CD11b adhes inh: -6; ERb SRC1 inh: -6; Rev-RRE block: 10; Mac1 fbg enh: 3; PLK1 PBD inh: -3; ERa coact pot: 119; FAK blocker: 0

How did CCOc1ccc(-n2c(SCC(=O)Nc3ccc4c(c3)OCCO4)nc3c(c2=O)SCC3)cc1 do in these assays?
PLK1 inh: -9; Rev-RRE block: 4; PLK1 PBD inh: -11; FAK blocker: 5

How did O=C(COc1cc(Cl)c(Cl)cc1Cl)Nc1ccncc1 do in these assays?
ERa SRC1 inh: 19[fluorescence artefact?]; PLK1 inh: 1; ERb SRC1 inh: 13; Rev-RRE block: 0; PLK1 PBD inh: -28; ERa coact pot: 69; FAK blocker: 2

What do the screens show for `C(=N\N1CCN(C2c3ccccc3-c3ccccc32)CC1)/c1ccncc1`?
PLK1 inh: -7; CD11b adhes inh: 2; Rev-RRE block: -3; Mac1 fbg enh: 4; PLK1 PBD inh: 16; FAK blocker: 11

How did CCOc1ccc(NS(=O)(=O)c2ccc(NS(=O)(=O)c3ccccc3)cc2)cc1 do in these assays?
ERa SRC1 inh: -2; PLK1 inh: -4; CD11b adhes inh: -16; ERb SRC1 inh: -10; Rev-RRE block: 8; Mac1 fbg enh: -5; PLK1 PBD inh: -17; ERa coact pot: 102; FAK blocker: 5

How did C=CCNC(=S)NNC(=O)c1ccc(OCC(C)C)cc1 do in these assays?
ERa SRC1 inh: -4; PLK1 inh: -13; CD11b adhes inh: -4; ERb SRC1 inh: 14; Rev-RRE block: 4; Mac1 fbg enh: -3; PLK1 PBD inh: 10; ERa coact pot: 96; FAK blocker: 0

Results for Cc1ccccc1-c1noc(C23CC4CC(CC(C4)C2)C3)n1 ?
ERa SRC1 inh: 4; PLK1 inh: -12; CD11b adhes inh: 0; ERb SRC1 inh: 5; Rev-RRE block: 19; Mac1 fbg enh: -2; PLK1 PBD inh: 11; ERa coact pot: 93; FAK blocker: 4

What do the screens show for `CCCc1cc(O)c2c(C)cc(=O)oc2c1`?
ERa SRC1 inh: -28; PLK1 inh: 26; ERb SRC1 inh: -21; Rev-RRE block: 3; PLK1 PBD inh: 0; ERa coact pot: 99; FAK blocker: 13

What do the screens show for `Cc1ccc(C(=O)NC(=S)Nc2ccccc2C(F)(F)F)cc1`?
PLK1 inh: 0; CD11b adhes inh: -14; Rev-RRE block: -2; Mac1 fbg enh: -2; PLK1 PBD inh: 6; FAK blocker: -2

What do the screens show for `CCCCOC(=O)c1cccc(NC(=O)CC)c1`?
ERa SRC1 inh: -5; PLK1 inh: 21; ERb SRC1 inh: -3[fluorescence artefact?]; Rev-RRE block: -2; PLK1 PBD inh: -25; ERa coact pot: 138; FAK blocker: 0

Results for CCOC(=O)c1c(-c2cccs2)csc1NC(=O)c1ccncc1 ?
ERa SRC1 inh: -5; PLK1 inh: -9; CD11b adhes inh: -7; ERb SRC1 inh: 4; Rev-RRE block: 1; Mac1 fbg enh: -2; PLK1 PBD inh: 3; ERa coact pot: 147; FAK blocker: -1

What do the screens show for `O=C(NC1(C(F)(F)F)N=C2SCCN2C1=O)c1ccccc1` (stereo not drawn)?
ERa SRC1 inh: 2; PLK1 inh: -4; ERb SRC1 inh: -8; Rev-RRE block: 8; PLK1 PBD inh: -12; ERa coact pot: 95; FAK blocker: 1

What do the screens show for `CCC(=O)Nc1ccc2nc(C)n(Cc3ccccc3Cl)c(=O)c2c1`?
ERa SRC1 inh: 3; PLK1 inh: -5; ERb SRC1 inh: 0; Rev-RRE block: 12; PLK1 PBD inh: -1; ERa coact pot: 94; FAK blocker: 1

Results for COc1ccccc1CNC(=O)CCCn1c(=O)c2ccccc2n(CC(=O)NC2CCCC2)c1=O ?
PLK1 inh: 0; Rev-RRE block: 1; PLK1 PBD inh: -8; FAK blocker: -1

Results for CCCCN(Cc1cc2ccccc2[nH]c1=O)C(=O)c1ccccn1 ?
ERa SRC1 inh: 1; PLK1 inh: -9; CD11b adhes inh: -9; ERb SRC1 inh: -1; Rev-RRE block: 5; Mac1 fbg enh: -3; PLK1 PBD inh: -4; ERa coact pot: 96; FAK blocker: 0

How did CCCc1ccc(OCC(O)CN2CCN(c3ccccc3)CC2)cc1 (stereo not drawn) do in these assays?
ERa SRC1 inh: -10; PLK1 inh: -2; CD11b adhes inh: -8; ERb SRC1 inh: 3; Rev-RRE block: 6; Mac1 fbg enh: 2; PLK1 PBD inh: 9; ERa coact pot: 105; FAK blocker: 2

Results for CCc1nc2cc(CC(=O)O)ccc2o1 ?
PLK1 inh: -4; Rev-RRE block: 4; PLK1 PBD inh: -26; FAK blocker: 0

What do the screens show for `CCCC(C)c1nnc(NC(=O)C2CCCO2)s1` (stereo not drawn)?
ERa SRC1 inh: -10; PLK1 inh: 5; CD11b adhes inh: -20; ERb SRC1 inh: -22[fluorescence artefact?]; Rev-RRE block: 1; Mac1 fbg enh: 3; PLK1 PBD inh: -8; ERa coact pot: 108; FAK blocker: 1

What do the screens show for `COc1ccc(CN(Cc2cccnc2)S(=O)(=O)c2ccc(-n3cnnn3)c(C)c2)cc1OC`?
ERa SRC1 inh: -8; PLK1 inh: -17; CD11b adhes inh: -8; ERb SRC1 inh: -4; Rev-RRE block: 13; Mac1 fbg enh: 5; PLK1 PBD inh: 18; ERa coact pot: 111; FAK blocker: -7

Results for Cc1nc2c(c(C)nn2-c2ccccc2)c(C)c1Cl ?
PLK1 inh: 0; CD11b adhes inh: -4; Rev-RRE block: 12; Mac1 fbg enh: 6; PLK1 PBD inh: -10; FAK blocker: 0

What do the screens show for `CC1CCN(C(=O)C2CCN(CCCc3ccccc3)CC2)CC1`?
ERa SRC1 inh: -3; CD11b adhes inh: -12; ERb SRC1 inh: -6; Mac1 fbg enh: 1; ERa coact pot: 102[fluorescence artefact?]

What do the screens show for `O=C(Nc1ncc([N+](=O)[O-])s1)C1CCN(S(=O)(=O)c2cnc[nH]2)CC1`?
PLK1 inh: -2; CD11b adhes inh: 7; Rev-RRE block: 4; Mac1 fbg enh: 2; PLK1 PBD inh: -11; FAK blocker: 0

How did COc1ccc(-n2c(Cc3cccn3C)nnc2SCC(=O)Nc2cccc(F)c2)cc1 do in these assays?
ERa SRC1 inh: -13; CD11b adhes inh: 27; ERb SRC1 inh: -14; Mac1 fbg enh: -2; ERa coact pot: 112

What do the screens show for `CSc1ncccc1-c1nc2ccccc2[nH]1`?
PLK1 inh: 30; CD11b adhes inh: 0; Rev-RRE block: 4; Mac1 fbg enh: -2; PLK1 PBD inh: 12; FAK blocker: -2

What do the screens show for `COc1ccc(/C=C2\CCCC3C2=NN(C(=O)c2ccco2)C3c2ccc(OC)c(OC)c2)cc1OC` (stereo not drawn)?
PLK1 inh: -7; CD11b adhes inh: -2; Rev-RRE block: -6; Mac1 fbg enh: 1; PLK1 PBD inh: -9; FAK blocker: -3

What do the screens show for `O=C1CSC(c2ccccn2)N1c1ccc(Cl)c(Cl)c1` (stereo not drawn)?
ERa SRC1 inh: -1; PLK1 inh: -13; CD11b adhes inh: 15; ERb SRC1 inh: 28; Rev-RRE block: 6; Mac1 fbg enh: -3; PLK1 PBD inh: 7; ERa coact pot: 71; FAK blocker: 8
